Bioassay records (PubChem)
NPY2 pot ag: NPY-Y2 potentiators or agonists, primary screen, cell-based; Neuropeptide Y receptor type 2 (Homo sapiens), P49146; cells expressing NPY-Y2, potentiator/agonist read-out; activation, % at 3.6 µM; 220,000 tested, 0.45% active; AID 1359, 2008; in the data active = activation above about 27%;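 note: cells stimulated with NPY near EC25 plus isoproterenol at EC100; 0% = vehicle plus submaximal agonist and 100% = vehicle plus saturating agonist; some results beyond the cut were filed as inactive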
Target sequence (P49146 whole entry, looked up): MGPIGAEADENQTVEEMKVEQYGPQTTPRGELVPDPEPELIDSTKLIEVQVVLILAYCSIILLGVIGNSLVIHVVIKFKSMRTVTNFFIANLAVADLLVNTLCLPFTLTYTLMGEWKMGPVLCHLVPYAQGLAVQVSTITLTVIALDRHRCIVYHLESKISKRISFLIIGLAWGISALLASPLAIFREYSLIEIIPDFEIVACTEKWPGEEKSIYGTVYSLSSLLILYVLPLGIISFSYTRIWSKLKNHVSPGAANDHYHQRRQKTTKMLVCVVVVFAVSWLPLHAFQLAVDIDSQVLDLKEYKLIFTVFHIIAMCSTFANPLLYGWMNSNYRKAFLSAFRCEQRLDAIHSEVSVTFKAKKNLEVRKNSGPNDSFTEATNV
S1P4 agonist: S1P4 receptor agonists, primary screen, cell-based | Sphingosine 1-phosphate receptor 4 (Homo sapiens), O95977 | S1P4-expressing cell line, agonist reporter assay | activation, % at 4.98 µM | 220,000 tested, 0.35% active; in the data active = activation above about 11%;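 note: 0% = DMSO vehicle and 100% = reference agonist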
eIF4E-4G inh: eIF4E–eIF4G protein interaction inhibitors, primary screen, biochemical, uHTS, TR-FRET, eIF4GI fragment. TR-FRET eIF4E-eIF4GI(517-606) binding, 2 h. AID 782, 2007. Eukaryotic translation initiation factor 4E (Mus musculus) + Eukaryotic translation …. inhibition, % at 21.7 µM. 220,000 tested, 0.37% active;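 active = inhibition above about 30%, limit read from the data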;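 note: 0% = full FRET control wells and 100% = background wells lacking eIF4GI fragment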
Ba/F3 V617F tox: reduced viability of JAK2V617F-dependent Ba/F3 cells, primary screen, JAK2V617F inhibitor project, cell-based, Ba/F3 EpoR-JAK2V617F, luminescence | 220,000 tested, 1.1% active | ATP luminescence | inhibition, % at 5.6 µM;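 active = inhibition above the campaign mean plus 3 SD over all tested compounds, cut at about 24% in these data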;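 note: cytokine-independent growth of Ba/F3 cells driven by EpoR plus mutant JAK2; 0% = DMSO-treated cells and 100% = JAK inhibitor I control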
Wee1 degr inh: Wee1 degradation inhibitors, primary screen, cell-based, HeLa, Wee1K328M-luciferase, luminescence; Wee1-like protein kinase (Homo sapiens), P30291; HeLa Luc-Wee1K328M stability; 100% = proteasome inhibitor MG132 effect; reporter increase, % at 5 µM; 220,000 tested, 1.2% active;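 active = activation above the mean of all tested compounds plus 3 SD, set per screening run, cut at about 8.8% in these data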;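 note: cells exposed to compound for 20 h before luminescence read; 0% = DMSO alone and 100% = MG132 at 30 µM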
S1P4 antag: S1P4 receptor antagonists, primary screen, cell-based; inhibition, % at 4.98 µM; AID 1510, 2009; S1P4-expressing cells, antagonist mode, reporter read-out; 220,000 tested, 0.26% active; in the data active = inhibition above about 29%;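 note: 0% = wells stimulated with agonist and 100% = vehicle wells without agonist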
MDM2 E3 inh: MDM2-luciferase reporter signal enhancers, primary screen, MDM2 E3 ligase inhibitor project, cell-based, luminescence, 1536-well; E3 ubiquitin-protein ligase Mdm2 (Homo sapiens), Q00987; cell-based MDM2 ubiquitination luciferase reporter, 2 h; 0 = plate control, 100 = twice control, blank-subtracted; signal enhancement, % at 5 µM; AID 1230, 2008; 210,000 tested, 0.11% active;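 active = signal enhancement of 30% or more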;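 note: luminescence tracks abundance of the self-degrading MDM2-luciferase fusion protein; higher signal means inhibition of MDM2 E3 ligase activity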
Target sequence (Q00987 whole entry, looked up, the tested form may be a part): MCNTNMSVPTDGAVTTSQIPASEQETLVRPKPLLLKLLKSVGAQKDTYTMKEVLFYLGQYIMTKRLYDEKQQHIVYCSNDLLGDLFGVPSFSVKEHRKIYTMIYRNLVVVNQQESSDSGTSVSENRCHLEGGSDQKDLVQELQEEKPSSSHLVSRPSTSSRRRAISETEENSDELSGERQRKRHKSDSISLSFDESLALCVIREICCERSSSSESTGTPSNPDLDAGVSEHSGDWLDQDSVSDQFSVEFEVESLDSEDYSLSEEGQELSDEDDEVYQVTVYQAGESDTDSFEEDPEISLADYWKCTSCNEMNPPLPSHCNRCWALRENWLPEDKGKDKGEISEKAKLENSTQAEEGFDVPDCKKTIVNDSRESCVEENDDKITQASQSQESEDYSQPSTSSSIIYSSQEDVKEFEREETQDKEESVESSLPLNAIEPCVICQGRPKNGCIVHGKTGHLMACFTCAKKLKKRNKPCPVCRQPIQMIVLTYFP
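Buffer or medium: Cells held in DMEM | Assay system: Stable mammalian line carrying autodegrading MDM2–luciferase fusion reporter | Quantity: 2000 cells/well | Times: 4 h settle plus 2 h compound, 37 °C | Doses: One concentration, 5 µM, with 0.2% DMSO | Technique: Luminescence with SteadyLite reagent, 15 min at room temperature | Benchmarks: Plate controls and plate blanks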
PERK inhibitor: block of dimerizer-induced PERK translation repression, primary screen, PERK inhibitor project, CHO PERK-DD cells, SEAP luminescence, HTS; Eukaryotic translation initiation factor 2-alpha kinase 3 (Homo sapiens), Q9NZJ5; CHO PERK-DD fusion, SEAP luminescence translation reporter; inhibition, % at 5.6 µM; 220,000 tested, 0.17% active; AID 1416, 2008;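 active = inhibition above the mean inhibition of all tested compounds plus 3 SD, set separately per screening campaign, cut at about 2.9% in these data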;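 note: PERK kinase domain activated by AP20187 dimerizer at 100 nM; 0% = DMSO with dimerizer and 100% = rapamycin at 8.4 µM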
BaF3 parental: parental Ba/F3 cell viability inhibition, counter-screen for JAK2V617F inhibitor project, murine pro-B, CellTiter-Glo luminescence | CellTiter-Glo ATP luminescence | inhibition, % at 5.6 µM | 220,000 tested, 1.1% active | AID 1486, 2009;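 active = inhibition above a per-campaign cutoff, the mean inhibition of all tested compounds plus 3 SD, cut at about 27% in these data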;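 note: 0% = DMSO wells and 100% = JAK Inhibitor I control wells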
* hit, by the source's call; . = no result given; & = joins results of further samples; [ ] = dose if it differs, or a comment. Hits appear at their usual frequency; any-hit rate near 4.1%.

SMILES	NPY2 pot ag	S1P4 agonist	eIF4E-4G inh	Ba/F3 V617F tox	Wee1 degr inh	S1P4 antag	MDM2 E3 inh	PERK inhibitor	BaF3 parental
CCCCC[n+]1ccn(C2=C([O-])c3ccccc3C(=O)/C2=N\S(=O)(=O)c2ccc(Cl)cc2)c1	-15.6	1.4	0.3	3.2	-2.6	-5.2	-0.9	0.7	-0.2
O=S(=O)(Nc1ncccn1)c1ccc(NC(=S)NCCc2ccccc2)cc1	11.2	1.1	-0.8	-2.3	3.7	-13.3	7.4	2.0	-1.3
CN(C)c1ccc(C2CC(=O)NC3=C2C(=O)CC(C)(C)C3)cc1 (centres undefined)	14.2	0.9	-1.9	-1.3	-1.7	5.0	-7.4	-0.3	-1.2
COc1ccc(CCN(C(=O)c2cccc(F)c2)C2CC(=O)N(c3ccc(OC)cc3)C2=O)cc1 (centres undefined)	10.2	1.0	-0.7	1.2	-0.8	-5.8	-6.4	-0.4	0.3
O=C(Nc1ccccc1F)c1ccc(S(=O)(=O)NCC2CCCO2)cc1 (centres undefined)	19.9	2.7	3.8[fluorescence artefact?]	2.4	-1.7	-9.9	-10.8	0.3	6.1
Fc1cccc(Cl)c1-c1nnc2ccc(C(F)(F)F)cn12	3.3	0.2	-5.3	2.0	-2.5	6.0	-2.1	0.5	6.3
Cc1ccc(N(C(=O)Cc2cccs2)C(C(=O)NCC2CCCO2)c2ccncc2)cc1 (centres undefined)	3.5	1.8	0.9	-1.8	-2.2	-15.4	-0.8	-1.2	1.8
COc1ccc(OC)c(CN(CCCN2CCOCC2)S(=O)(=O)c2ccc(NC(C)=O)cc2)c1	19.7	0.4	7.1	-2.5	-1.6	3.5	-14.8	0.0	2.9
Cc1occc1C(=O)Nc1ccc2c(c1)CCC2	-6.0	1.2	4.5	1.0	1.0	-7.7	-32.3	0.3	4.0
CCOC(=O)C1=C(C)NC(=O)NC1c1cccs1 (centres undefined)	0.4	9.0	-1.7	-0.7	-2.6	0.1	0.4	0.3	3.9
CCC(C)NC(=O)Cn1cnc([N+](=O)[O-])c1 (centres undefined)	0.4	0.7	6.5	-5.0	0.1	-15.5	-8.4	-0.1	0.7
CCC(c1nnc(SCc2nc3ccccc3s2)n1Cc1ccccc1)N(C)C (centres undefined)	-1.2	1.6	-6.1	1.2	0.3	-3.8	-5.3	-1.0	-1.0
O=C(NC(=S)Nc1ccc(CN2CCOCC2)cc1)c1ccc([N+](=O)[O-])cc1Cl	8.0	1.6	-2.4	2.6	1.1	-9.7	-4.1	0.2	9.9
COc1ccccc1CN1CCNC(=O)C1CC(=O)N(C)Cc1cnccn1 (centres undefined)	-3.7	0.1	2.8	3.8	4.3	5.3	-93.9	-0.2	7.3
CC(=O)NC(=S)Nc1ccc(S(=O)(=O)Nc2nc(C)cc(C)n2)cc1	3.7	2.1	-1.6	3.1	-1.7	-18.4	-1.5	0.2	6.5
COc1ccc(C(CC(=O)O)NC(=O)COc2ccccc2OC)cc1OC (centres undefined)	-8.2	1.8	4.0	-0.7	1.5	-6.9	-17.8	0.2	1.2
CCN1CCCC1CNS(=O)(=O)c1cc(Br)cc2c1N(C(=O)C1CC1)CC2 (centres undefined)	-10.4	1.1	3.5[fluorescence artefact?]	0.1	0.5	-25.6	-0.9	-0.9	-3.7
Fc1ccc(C2CC(c3ccccc3)n3ncnc3N2)cc1 (centres undefined)	-11.2	0.8	7.5[fluorescence artefact?]	-3.4	0.1	15.5	4.0	-0.3	2.9
CCOC(=O)c1c(NC(=O)CN2CCC(C)CC2)sc(C)c1C	-5.6	0.1	4.4	0.2	0.6	-4.0	1.1	1.9	1.8
NC(=O)c1nn(-c2ccccc2)nc1N	0.2	1.1	-4.6	2.6	-1.6	-8.4	-8.1	1.6	6.0
COc1ccccc1CN(Cc1nc2ccccc2c(=O)[nH]1)C(=O)Nc1ccccc1C	-2.9	-1.4	-2.5	-3.2	-1.6	-1.2	0.8	-1.0	-0.1
Cc1ccc(/C=N/NC(=O)CSc2nc3ccccc3o2)cc1	-5.0	-0.8	8.8	-3.9	-1.1	-18.8	9.3	1.3	4.5
CCn1c(CSc2nnc(-c3ccncc3)n2C)nc2cc(C(=O)O)ccc21	1.5	0.8	-5.6	-3.6	4.1	-14.7	.	0.7	-0.5
CC(C)CCNC(=O)C(c1cccs1)N(CC1CCCO1)C(=O)Cn1nnc2ccccc21 (centres undefined)	-16.4	-0.8	-3.1	1.4	-2.9	-10.5	-11.1	-1.2	5.1
CCOC(=O)c1cnc(SC)nc1Sc1cc(Cl)ccc1Cl	-2.4	5.3	1.8	2.1	1.7	-5.3	-10.6	0.5	4.0
CC(=O)Nc1ccnc(-c2cccnc2)n1	-4.9	-1.5	86.1*	-2.0	-0.4	-15.4	-11.8	0.8	8.5
Cc1ccc(SCc2[nH]nc3c2C(C(C)C)C(C#N)=C(N)O3)cc1 (centres undefined)	12.8	-0.5	18.4	-1.1	-0.9	-6.5	-11.8	0.7	-0.2
CCOc1ccc2nc(Cl)c(C3CC(c4ccco4)=NN3S(=O)(=O)c3ccccc3)cc2c1 (centres undefined)	3.4	1.0	2.6	-3.2	0.0	-14.1	12.7	-0.1	3.1
COc1cccc(C2c3c(oc4ccc(F)cc4c3=O)C(=O)N2CCN2CCOCC2)c1OC (centres undefined)	1.7	-1.1	-7.7	-4.7	-0.3	2.1	-16.9	-0.1	2.6
Cc1ccsc1/C=N/NC(=O)c1ccccn1	3.8	0.6	3.0	-0.1	1.7	-0.1	-23.1	1.1	6.5
O=C(O)c1cc(-c2ccccc2)nc2ccccc12	-2.5	0.0	1.1&2.3	2.0	-3.6	-17.0	.	0.4	6.9
O=C(NCC1CCCO1)c1cccc(N2C(=O)C3C4C=CC(C4)C3C2=O)c1 (centres undefined)	-7.2	1.5	0.7[fluorescence artefact?]	95.9*	-1.1	-4.6	-13.1	0.8	0.9
CC(C)(C)OC(=O)N[C@@H](CC(=O)OCc1ccccc1)C(=O)O	-2.0	-0.2	-0.5	1.1	-2.0	-11.9	.	0.5	4.0
O=C1C(=O)N(CCCN2CCOCC2)C(c2cccs2)/C1=C(/O)c1ccc2c(c1)OCO2 (centres undefined)	11.6	0.3	5.1	-0.4	-2.5	-4.5	6.8	0.8	1.9
CCN=C1S/C(=C\c2cc(OCC)c(O)cc2Br)C(=O)N1CC	7.2	0.9	1.4	2.4	-1.1	-22.7	10.7	0.9	5.0
C/C(=N/NC(=O)CNC(=O)c1cccnc1)c1cccc([N+](=O)[O-])c1	0.9	0.1	3.6	-3.8	1.7	-2.1	-9.8	0.0	0.7
CN(CCO)c1cc(NCCCN2CCC(Cc3ccccc3)CC2)c2nonc2c1[N+](=O)[O-]	28.8*	-0.1	-3.2	2.2	-2.0	-9.3	-5.3	-0.5	9.0
Cc1cccc(/C=N/Nc2ccc3ccccc3n2)c1	-24.9	-0.9	1.2	1.8	4.0	-8.5	-93.2	0.3	6.0
CC(C)CCC(CCN1CCOCC1)c1ccc2c(c1)OCO2 (centres undefined)	10.3	0.6	-0.8	-4.4	2.3	-14.2	-5.8	-0.5	1.1
COc1ccc(OCCSc2nc(C)nc3ccccc23)cc1	-24.2	1.5	3.2	-1.7	1.1	-21.6	-9.2	-0.5	6.9
CC(NCc1ccccc1Cl)C(=O)Nc1ccc(S(=O)(=O)N2CCCC2)cc1 (centres undefined)	0.3	0.7	-6.6	2.7	-0.7	2.6	-15.2	-0.4	7.1
COc1ccc(-c2csc(NC(=O)c3ccc(N4C(=O)CCC4=O)cc3)n2)cc1OC	-2.0	2.0	1.9	2.2	-1.1	-13.0	-0.9	-0.6	5.5
O=C(/C=C/c1ccccc1)NNC1=NS(=O)(=O)c2ccccc21	-8.1	0.5	-0.8	-3.7	-1.5	1.2	-2.9	0.9	2.3
Cc1cccc(/C(N)=N/OC(=O)Cc2ccccc2)c1	-1.0	1.9	0.8	-4.6	-0.5	-5.9	-6.6	0.2	-0.4
CCOC(=O)/C(C#N)=C\c1ccc2c(c1)OCO2	-23.7	-0.6	.	1.9	0.6	-11.5	.	0.4	3.1
Nc1nonc1C(=O)N/N=C/c1ccc(-c2cccc([N+](=O)[O-])c2)o1	1.6	-1.5	3.6[fluorescence artefact?]	-0.2	2.0	-1.2	-28.6	0.8	7.5
O=C(NCCN1C(=O)S/C(=C\c2cccnc2)C1=O)c1ccc(S(=O)(=O)N2CCCC2)cc1	-1.4	-1.1	-4.1	-3.9	0.3	-5.1	.	0.2	-5.5
O=C(NCCO)Nc1ccc(Cl)cc1	-0.9	-1.2	-1.0	-2.3	2.4	-10.1	-3.0	0.7	3.4
Cc1ccc(S(=O)(=O)N(C(=O)c2ccco2)c2cc3sc(=O)oc3c3ccccc23)cc1	7.3	1.6	1.1	-4.3	-0.6	-28.2	-7.9	0.3	4.8
O=c1[nH]c(=O)n(C2CCCCCC2)c(O)c1C=NCc1ccc(F)cc1	-0.7	-2.4	4.6	-5.2	-3.4	-8.2	-18.0	-0.9	0.3
O=C(NCc1csc(-c2cccs2)n1)Nc1ccc(F)cc1F	1.1	-0.5	-0.4	-5.0	3.3	-12.3	-12.3	0.0	0.9
COc1ccc(CCNC(=O)CC2COc3ccccc3O2)cc1OC (centres undefined)	0.7	1.3	0.8[fluorescence artefact?]	-2.0	-0.1	-11.1	-7.9	0.5	4.6
COc1ccc(CNC(=S)Nc2cc(C)cc(C)c2)cc1	-15.1	0.4	-2.8	-3.3	3.1	-1.8	-4.2	0.5	3.8
Cc1ccc(N2CC(C(=O)NCc3ccccn3)CC2=O)cc1 (centres undefined)	-11.4	1.4	1.5	-0.6	-0.6	-4.4	-16.5	1.0	2.7

In the list so far, three have an NH in an aromatic ring.
SMILES	NPY2 pot ag	S1P4 agonist	eIF4E-4G inh	Ba/F3 V617F tox	Wee1 degr inh	S1P4 antag	MDM2 E3 inh	PERK inhibitor	BaF3 parental
COc1ccccc1CN(Cc1nc2ccccc2c(=O)[nH]1)C(=O)Nc1ccccc1C	-2.9	-1.4	-2.5	-3.2	-1.6	-1.2	0.8	-1.0	-0.1
Cc1ccc(SCc2[nH]nc3c2C(C(C)C)C(C#N)=C(N)O3)cc1 (centres undefined)	12.8	-0.5	18.4	-1.1	-0.9	-6.5	-11.8	0.7	-0.2
O=c1[nH]c(=O)n(C2CCCCCC2)c(O)c1C=NCc1ccc(F)cc1	-0.7	-2.4	4.6	-5.2	-3.4	-8.2	-18.0	-0.9	0.3
